TrxR1 inh: rat TrxR1 inhibition | O89049 | recombinant rTrxR1, NADPH fluorescence consumption, selenite substrate | Potency, µM (titrated, usually from 114 µM), inactives show at the highest dose activity change, negative = inhibition, actives largely listed as inhibitors | 390,000 tested, 1% active | AID 588453; also: nearly all actives have a fitted effect of over 65% in size
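Rat TrxR1 (90 nM in the dispensed reagent) was pre-reduced with 400 uM NADPH for 5 min at room temperature, then incubated with compound for 15 min. After 400 uM selenite was added, NADPH fluorescence (Ex 340/Em 450 nm) was followed for 8 min.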
IDH1 R132H inh: human IDH1 R132H inhibition; O75874; Potency, µM (doses to about 76.6 µM), without a hit: at the highest dose activity change, negative = inhibition, hits mostly inhibitors; IDH1-R132H enzyme, NADPH consumption, diaphorase/resazurin fluorescence; 390,000 tested, 0.093% active; also: nearly all actives have a fitted effect of over 65% in size
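IDH1-R132H (0.5 ug/mL) preincubated 30 min with compound, then NADPH (0.016 mM) and alpha-KG (2 mM) added; 80 min at RT, pH 7.5. Remaining NADPH coupled via diaphorase/resazurin to fluorescence (540/590 nm); concentration-response curves normalized to no-enzyme control.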
TrxR1 substrate: rat thioredoxin reductase 1 substrate activity | O89049 | purified TrxR1 substrate turnover, NADPH consumption readout | Potency, µM (top dose mostly 114 µM), inactives show at the top dose activity change, negative = substrate turnover | 390,000 tested, 0.01% active | AID 588456; also: nearly all actives have a fitted effect of over 50% in size
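Rat TrxR1, dispensed at 90 nM, was prereduced with 400 uM NADPH (final) for 5 min at ~22 deg C, then incubated with compound 15 min before 400 uM selenite. A first-read NADPH fluorescence drop versus no-compound background flagged substrates.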
USP1 inh: blocks the human USP1/UAF1 deubiquitinase complex | O94782 | recombinant USP1/UAF1, Ub-Rhodamine cleavage fluorescence | Potency, µM (highest dose often 57.1 µM), for inactives: at the top dose activity change, negative = inhibition, most hits filed as inhibitors | 390,000 tested, 0.23% active | AID 743255; also: nearly all actives have a fitted effect of over 60% in size; inactives centre near -12
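In this screen, compounds sit with the deubiquitinase complex (1nM) for 15 min at room temperature before Ub-Rho is added at 150nM final. Fluorescence rise is then followed for 6 reads every 60 seconds.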
* marks the source's active call; other numbers are inactive results; / = not tested or not shown; [ ] = remark or other dose. Calls follow the shape of the dose curve; as a rule, active = well fitted inhibition curve with a large enough effect; inconclusive = small, poorly fitted or top-dose-only effect; inactive = no such curve, though single readings can be large or run the other way. % is scaled to controls: 0 for no effect and ±100 for the full control effect; potency is read from the fitted curve at half-maximal effect. This is a subset; count on the stated rates, not on these rows.

SMILES	TrxR1 inh	IDH1 R132H inh	TrxR1 substrate	USP1 inh
CCn1cc(C(=O)O)c(=O)c2cc(F)c(N3CCNC(C)C3)c(F)c21 (stereo not given)	58%[activator][57.1 µM]	/	103%[activator][57.1 µM]	/
O=C(O)Cc1sc(-c2ccccc2)nc1-c1ccc(Cl)cc1	/	1%	/	-8%

Compound activity deposited in PubChem BioAssay by National Center for Advancing Translational Sciences (NCATS).
